GlmU inhibition: inhibition of mycobacterial GlmU enzyme – biochemical, glucosamine-1-phosphate acetyltransferase (AID 1376); M. tuberculosis GlmU acetyltransferase enzyme assay; higher % means a stronger effect; 220,000 compounds, 0.25% hits; inhibition, %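 (tested at 30 µM in the primary screen)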, or IC50 in µM where a hit was titrated; in the data active means inhibition above about 13%;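 further: 0% = complete reaction with vehicle and 100% = reaction without substrate; strong numbers were not always called active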
Mtb RmlCD inh: inhibitors of Mycobacterium tuberculosis RmlC and RmlD coupled enzymes; P9WH09+P9WH11; RmlC+RmlD coupled enzyme assay, percent inhibition; primary screen in compound mixtures; AID 1533; 160,000 compounds, 0.03% hits; inhibition, % at 3.6 µM; in the data active means inhibition mostly above about 34%, no sharp cut-off; further: some results filed as inactive read as strong as hits
Target sequence (P9WH09 whole entry, looked up): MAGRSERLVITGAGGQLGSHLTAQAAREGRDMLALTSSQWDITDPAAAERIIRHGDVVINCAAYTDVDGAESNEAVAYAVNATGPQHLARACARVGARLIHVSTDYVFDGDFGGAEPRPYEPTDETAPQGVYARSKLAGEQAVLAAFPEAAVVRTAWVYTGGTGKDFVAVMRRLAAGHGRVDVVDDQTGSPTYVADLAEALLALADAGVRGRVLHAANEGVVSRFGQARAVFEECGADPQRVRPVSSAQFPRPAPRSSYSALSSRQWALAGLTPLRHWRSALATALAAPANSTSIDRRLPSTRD
Target sequence (P9WH11 whole entry, looked up): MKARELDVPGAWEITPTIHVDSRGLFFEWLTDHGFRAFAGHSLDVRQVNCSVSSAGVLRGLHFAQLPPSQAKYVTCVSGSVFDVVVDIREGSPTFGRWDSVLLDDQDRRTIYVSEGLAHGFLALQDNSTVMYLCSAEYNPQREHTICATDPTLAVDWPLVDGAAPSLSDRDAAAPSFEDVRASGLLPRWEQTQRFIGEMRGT
* hit, by the source's call; x = no result given. A portion of the library; the hit share may differ from the screen's.

structure,Mtb RmlCD inh,GlmU inhibition
Cc1ccc(-c2noc(CCC(=O)Nc3cc(C)ccn3)n2)cc1,-7,-1.1%
CCCN(C(=O)Cn1ncc2c(=O)oc3ccccc3c21)c1cccc(C)c1,45,-3.0%
O=C1CCc2ccc(NS(=O)(=O)c3ccc(F)cc3)cc2N1,6,7.0%
CC(NC(=O)Cn1nc(-c2ccccc2)ccc1=O)c1ccccc1 (stereo unspecified),6,3.3%
COc1ccccc1N1CCN(C(=O)CN(C)S(=O)(=O)c2cc(C)ccc2OC)CC1,2,-3.4%
O=C1NC(=Nc2ccc(Cl)cc2)/C(=C/c2ccco2)S1,-10,4.3%
C=CCSc1nnc2nc3[nH]c4c(C)cccc4c3nn12,-4,-2.5%
COc1ccc(C)cc1NC(=O)C(OC(=O)c1cc(C)oc1C)c1ccccc1 (stereo unspecified),-7,6.0%
Cn1c(CN2CCOCC2)nnc1SCC(=O)Nc1nccs1,x,4.1%
CCCCn1c(SCC(=O)NCc2ccco2)nnc1-c1ccco1,-10,3.0%
COc1ccc(N2CCN(C(=O)c3ccncc3)CC2)cc1,x,0.3%
CSCCC(NC=C1C(=O)OC(C)(C)OC1=O)C(=O)O (stereo unspecified),x,-0.4%
O=C(COC(=O)Cc1ccccc1[N+](=O)[O-])NCC1CCCCC1,8,0.7%
CN1CCN(c2nc3ccccn3c(=O)c2C=C2C(=O)N(C)C(=O)N(C)C2=O)CC1,7,2.7%
OCC[C@H]1C[C@H](O)[C@@H](O)[C@@]2(CCCO2)O1,x,-2.4%
CCOc1ccccc1N1CCN(C(=O)c2cccc(-c3ccc(O)cc3)c2)CC1,-9,x
COc1cc(C(Nc2ccccn2)c2c(NC(=O)c3ccco3)sc(C)c2C)cc(OC)c1OC (stereo unspecified),-22,1.0%
CC(NC(=O)Nc1ccccc1)C(c1cccs1)N1CCOCC1 (stereo unspecified),-1,-5.2%
O=C(O)c1ccc(/C=N/Nc2ncc(C(F)(F)F)cc2Cl)cc1,8,x
Cc1ccc(C2(C(F)(F)F)NC(=O)N3N=C4CCCCCN4C3=C2C#N)cc1 (stereo unspecified),-7,1.1%
NC(=O)CSc1nccn1Cc1ccccc1,-10,0.9%
Cc1ccc(C)c2c1cc(C)c1nnc(SCC(=O)N3CCCc4ccccc43)n12,3,0.9%
O=C1CN(C(=O)CNCc2cccc(Cl)c2)c2ccccc2N1,-2,3.6%
COc1ccc2[nH]c(CN3CCN(CCC(C)C)C(CCO)C3)c(C)c2c1 (stereo unspecified),0,2.6%
Cc1ccc(S(=O)(=O)N2CCOCC2)cc1C(=O)OC1CCCCC1=O (stereo unspecified),3,1.9%
CN(C)C(=O)C1C2NC(=S)N(c3ccc(Cl)cc3)C1(C)Oc1ccc(Cl)cc12 (stereo unspecified),-4,4.7%
COc1ccc(CC(=S)N2CCOCC2)cc1F,-3,-3.8%
Cc1ccc(S(=O)(=O)NCC(=O)N2CCOCC2)cc1,-2,-1.2%
CC1CCCN(C(=O)CSc2nc3ccccc3o2)C1 (stereo unspecified),5,2.8%
CCCn1nnnc1NCc1ccccc1OCc1cccs1,x,3.9%
Cc1ccc(-c2cc[n+](Cc3ccccc3)cc2)cc1,-9,3.2%
O=C(Nc1ccc(O)c2c(=O)cc(-c3cccc(Cl)c3)oc12)c1ccccc1Cl,x,0.5%
CCn1cc(C(=O)NCCC2=CCCCC2)c(=O)c2cc(S(=O)(=O)N(C)C)ccc21,1,0.0%
CCCCOC(=O)C1[C@H]2C(=O)N(c3ccccc3CC)C[C@]23C=C[C@H]1O3 (stereo partly specified),x,-2.2%
CCCCCCn1cnc2c(oc3nc4c(cc32)CCCC4)c1=O,8,-3.1%
COc1ccccc1NC(=S)NNC(=O)c1ccccc1,x,8.0%
CC(C)CCNC(=O)CCCCn1c(=O)[nH]c2ccsc2c1=O,8,5.6%
C/C(=N/NC(=O)CNC(=O)Cc1ccccc1)c1ccc(Cl)cc1,13,-1.7%
CN(Cc1ccccc1)C(=O)COc1cc(=O)n(C)c2ccccc12,-1,-4.9%
O=C(CN(Cc1ccccc1)S(=O)(=O)c1ccc(F)cc1)NCCC1=CCCCC1,-5,5.9%
O=C(N/N=C/c1ccc(F)cc1)c1cc(-c2ccc3c(c2)OCO3)n[nH]1,-4,-7.6%
COc1cccc(-n2c(=O)c3c(C)c(C(=O)N(C)C)sc3n(CC(=O)NCC3CCCO3)c2=O)c1 (stereo unspecified),-12,-3.7%
Cc1ccccc1NC(=O)Cn1cccc1,x,0.6%
C1CCN=C(NC23CC4CC(CC(C4)C2)C3)CC1,x,1.3%
CN(C1CCS(=O)(=O)C1)S(=O)(=O)c1ccccc1 (stereo unspecified),-10,-4.1%
O=C(O)c1cc(NCc2ccccc2)ccc1N1CCOCC1,-11,-0.3%
Nc1ccccc1S(=O)(=O)C(F)F,4,0.1%
COc1cccc2[nH]c3c(N4CCC(C)CC4)ncnc3c12,x,2.3%
COc1cccc(C2=NOC(C(=O)Nc3cc(OC)c(OC)c(OC)c3)C2)c1 (stereo unspecified),5,-0.1%
CCC1(CC)Nc2ccccc2C(=O)N1c1ccc(OC)cc1,9,6.8%

Next part (6 carried over from the part before).
structure,Mtb RmlCD inh,GlmU inhibition
CN(C1CCS(=O)(=O)C1)S(=O)(=O)c1ccccc1 (stereo unspecified),-10,-4.1%
O=C(O)c1cc(NCc2ccccc2)ccc1N1CCOCC1,-11,-0.3%
Nc1ccccc1S(=O)(=O)C(F)F,4,0.1%
COc1cccc2[nH]c3c(N4CCC(C)CC4)ncnc3c12,x,2.3%
COc1cccc(C2=NOC(C(=O)Nc3cc(OC)c(OC)c(OC)c3)C2)c1 (stereo unspecified),5,-0.1%
CCC1(CC)Nc2ccccc2C(=O)N1c1ccc(OC)cc1,9,6.8%
O=C(NC1CCCCC1)C1CCN(S(=O)(=O)c2cccs2)CC1,26,-0.7%
O=C(Cc1cccc2ccccc12)NCC1CCCO1 (stereo unspecified),7,-1.2%
CCOC(=O)c1c(NC(=S)N2CCOCC2)sc(C)c1C,28,2.5%
COc1ccc(Br)cc1[C@H]1[C@H]2C=CC[C@@H](C)[C@@H]2C(=O)N1Cc1ccccc1,-2,2.7%
CCOC(=O)Cc1nn[nH]n1,4,3.0%
CCOC(=O)n1c(=O)[nH]c2ccc(Br)cc21,-12,-1.3%
CCOC(=O)c1ccc(-c2cc(C)no2)[nH]1,6,-4.3%
CC1Oc2ccccc2OC1C(=O)Nc1ccccn1 (stereo unspecified),6,-3.1%
COc1ccc(C(=O)NCCSCc2ccccc2)cc1OC,88,-4.3%
COc1ccccc1-c1noc(CCC(=O)Nc2cc(C(F)(F)F)ccc2Cl)n1,7,-2.9%
Cc1cccc(N2CCN(S(=O)(=O)c3ccc4c(c3)CCC(=O)N4)CC2C)c1 (stereo unspecified),5,3.8%
CCOC(=O)c1ccc(-n2c(C)nc3ccc(Br)cc3c2=O)cc1,x,-7.1%
CCc1cc(=O)oc2cc(OS(C)(=O)=O)ccc12,x,1.8%
COc1ccc(CCn2c(C)nc3c(c(=O)c4ccccc4n3C)c2=O)cc1,-10,-3.3%
Cn1c(C(=O)NCCN2CCOCC2)cc2c(=O)n(C)c3ccccc3c21,15,-7.8%
CCc1nc(N)c(C#N)c(-c2ccco2)c1C,x,2.3%
CN(Cc1c(F)cccc1Cl)c1nnnn1-c1ccccc1,x,-2.7%
Cc1[nH]nc(SCC(=O)N2CCCCCC2)c1[N+](=O)[O-],-10,2.4%
CCCS(=O)(=O)c1nc(S(=O)(=O)c2ccc(C)cc2)c(NCc2ccccn2)s1,5,-2.8%
COc1ccccc1Nc1nc(N)nc(CSC(=S)N2CCCCC2C)n1 (stereo unspecified),-8,3.5%
Cc1ccc(N2CCN(c3ccc(NCc4nc5ccccc5n4C)cc3)CC2)cc1,-9,-5.3%
COc1cc(/C=C2\C(=O)NN(c3ccccc3)C2=O)cc([N+](=O)[O-])c1O,12,7.1%
O=C(O)C(O)c1ccccc1 (stereo unspecified),-36,0.1%
Cc1nn(-c2cc(Cl)ccc2Cl)c(C)c1C(=O)O,9,-4.5%
CCc1ccc2nc3n[nH]c(N)c3cc2c1,-4,4.5%
CCOc1ccc(N2C(=O)C(Cl)=C(Nc3ccccc3O)C2=O)cc1,13,7.8%
Cc1ccc(-n2cc(CN3CCN(Cc4nccn4C)CC3)c(-c3cccc(C)c3)n2)cc1,11,-4.3%
CCN(CC(=O)NC(=O)NCc1ccccc1)Cc1nc2ccccc2c(=O)[nH]1,-2,3.9%
COc1ccccc1/C=C/C=N/n1c(-c2ccc(F)cc2)n[nH]c1=S,23,5.1%
CCn1c(SCC(=O)NC(C)C)nnc1-c1cccs1,x,-0.4%
N#CCCn1cc(C(=O)Nc2ccc([N+](=O)[O-])cc2)c(-c2ccc3c(c2)OCCO3)n1,19,-8.6%
COc1ccccc1NC(=O)NCc1ccc2c(c1)OCO2,0,3.0%
Cc1nc2ncnn2c(C)c1CCC(=O)NCc1ccc2c(c1)OCO2,-2,0.1%
COc1ccc(C(C)=O)cc1CSc1nnnn1-c1ccc(O)cc1,8,0.1%
Cc1ccc(S(=O)(=O)N(C)C)cc1NC(=O)c1cc(C(C)(C)C)nn1Cc1ccccc1,x,-1.9%
Cc1ccc(S(=O)(=O)/C(C#N)=C/c2c(N3CCOCC3)nc3c(C)cccn3c2=O)cc1,x,-1.7%
Cc1cccc(NC(=O)/C(C#N)=C\c2cccnc2)c1,-2,-2.5%
COC(=O)c1c(NC(=O)c2ccc(C)o2)sc2c1CCCCC2,0,-2.2%
COc1ccc2[nH]cc(C=O)c2c1,x,-3.2%
N#Cc1c(C#N)c(-c2ccccc2)n(-c2ccc(C(=O)O)cc2)c1N,x,0.3%
O=S(=O)(c1ccc(-c2ccccn2)s1)N1CCC2(CC1)OCCO2,16,-2.2%
COc1cccc(CNc2ccc(S(N)(=O)=O)cc2)c1OC,x,1.7%
CC1CCN(c2ccc(C=O)o2)CC1,3,-1.1%
COc1ccc(C2NCCc3c2[nH]c2ccccc32)cc1CN1CCc2cc(OC)c(OC)cc2C1C (stereo unspecified),7,-9.1%
O=C(NCc1ccccc1)c1ccc(CNc2c(N3CCCC3)c(=O)c2=O)cc1,9,-5.6%
COc1ccccc1Nc1nc(NCCCN(C)C)nc(N)c1[N+](=O)[O-],-4,-12%
O=C1CC(c2ccccc2)CC(=O)C1CS(=O)(=O)c1ccccc1 (stereo unspecified),5,1.0%
COc1ccc(Nc2ncnc3nc[nH]c23)cc1OC,8,2.2%
COCCNC(=O)c1cc2cc(Br)cc(Br)c2oc1=O,-17,6.6%
O=C(CCc1ccccc1)Nc1nn[nH]n1,x,-2.5%

Other entries:
structure,Mtb RmlCD inh,GlmU inhibition
CCc1ccccc1NC(=S)N1CCNC(=O)C1CC(=O)OC (stereo unspecified),-26,1.3%
COc1ccc(NC(=O)c2cc(-c3ccc(C)o3)nc3ccccc23)cc1OC,x,1.1%
Cc1cc(NC(=O)CSc2nnc(-c3ccncc3)n2C)n(-c2ccccc2)n1,12,10%
O=C(Cc1csc(N2CCOCC2)n1)N/N=C/c1ccc(Cl)cc1Cl,12,3.8%
CCCCc1ccc(S(N)(=O)=O)cc1,-33,-2.3%
CN1OC(COC(=O)c2ccc(Cl)cc2)CC1c1ccccc1 (stereo unspecified),-5,-1.3%
N#Cc1c(NC(=O)c2ccc(-c3ccccc3[N+](=O)[O-])o2)sc2c1CCCC2,-3,-2.8%
CCc1ccc(OCC(=O)NNC(=O)CSc2nnc(-c3ccc(C)cc3)n2C)cc1,-9,2.1%
O=C(CSc1nc(-c2ccc(F)cc2)cs1)NC(=O)NCc1ccco1,15,6.6%
Cc1nc([N+](=O)[O-])c(NCCO)n1Cc1ccccc1,-4,4.7%
COc1ccc(NC(=O)c2ccc(COc3ccccc3OC)o2)cc1OC,x,-4.7%
COc1cc(NC(=S)N2CCCC(C)C2)c(OC)cc1Cl (stereo unspecified),-67,-1.8%
CC(=O)Nc1c(NCC(C)C)c2ccccc2oc1=O,3,1.1%
CN1CCN(CCNC(=O)c2cn(Cc3ccccc3F)nn2)CC1,9,-5.0%
Cc1cc(NC(=O)CCC(=O)N(CC(=O)NC2CCCC2)Cc2ccc(F)cc2)no1,0,1.0%

Single records (already shown):
CN1CCN(CCNC(=O)c2cn(Cc3ccccc3F)nn2)CC1 is listed as Mtb RmlCD inh = 9; GlmU inhibition = -5.0%
Cc1nc([N+](=O)[O-])c(NCCO)n1Cc1ccccc1 is listed as Mtb RmlCD inh = -4; GlmU inhibition = 4.7%

Screens: PubChem BioAssay, several laboratories
